# KDM5B inhibitor = inhibitors of human KDM5B histone demethylase. Q9UGL1. KDM5B demethylase, FDH-coupled NADH fluorescence (FDH is formaldehyde dehydrogenase). Potency, µM (series often up to 57.7 µM), inactives show top-dose activity change, negative = inhibition, most hits filed as inhibitors. actives 2.6% (n = 220,000). AID 1347165; active = well fitted inhibition curve with a large enough effect; inconclusive = small, poorly fitted or top-dose-only effect; inactive = no such curve, though single readings can be large or run the other way; also: 0% is about no effect; nearly all actives have a fitted effect of over 70% in size
# Target sequence (Q9UGL1 whole entry, looked up): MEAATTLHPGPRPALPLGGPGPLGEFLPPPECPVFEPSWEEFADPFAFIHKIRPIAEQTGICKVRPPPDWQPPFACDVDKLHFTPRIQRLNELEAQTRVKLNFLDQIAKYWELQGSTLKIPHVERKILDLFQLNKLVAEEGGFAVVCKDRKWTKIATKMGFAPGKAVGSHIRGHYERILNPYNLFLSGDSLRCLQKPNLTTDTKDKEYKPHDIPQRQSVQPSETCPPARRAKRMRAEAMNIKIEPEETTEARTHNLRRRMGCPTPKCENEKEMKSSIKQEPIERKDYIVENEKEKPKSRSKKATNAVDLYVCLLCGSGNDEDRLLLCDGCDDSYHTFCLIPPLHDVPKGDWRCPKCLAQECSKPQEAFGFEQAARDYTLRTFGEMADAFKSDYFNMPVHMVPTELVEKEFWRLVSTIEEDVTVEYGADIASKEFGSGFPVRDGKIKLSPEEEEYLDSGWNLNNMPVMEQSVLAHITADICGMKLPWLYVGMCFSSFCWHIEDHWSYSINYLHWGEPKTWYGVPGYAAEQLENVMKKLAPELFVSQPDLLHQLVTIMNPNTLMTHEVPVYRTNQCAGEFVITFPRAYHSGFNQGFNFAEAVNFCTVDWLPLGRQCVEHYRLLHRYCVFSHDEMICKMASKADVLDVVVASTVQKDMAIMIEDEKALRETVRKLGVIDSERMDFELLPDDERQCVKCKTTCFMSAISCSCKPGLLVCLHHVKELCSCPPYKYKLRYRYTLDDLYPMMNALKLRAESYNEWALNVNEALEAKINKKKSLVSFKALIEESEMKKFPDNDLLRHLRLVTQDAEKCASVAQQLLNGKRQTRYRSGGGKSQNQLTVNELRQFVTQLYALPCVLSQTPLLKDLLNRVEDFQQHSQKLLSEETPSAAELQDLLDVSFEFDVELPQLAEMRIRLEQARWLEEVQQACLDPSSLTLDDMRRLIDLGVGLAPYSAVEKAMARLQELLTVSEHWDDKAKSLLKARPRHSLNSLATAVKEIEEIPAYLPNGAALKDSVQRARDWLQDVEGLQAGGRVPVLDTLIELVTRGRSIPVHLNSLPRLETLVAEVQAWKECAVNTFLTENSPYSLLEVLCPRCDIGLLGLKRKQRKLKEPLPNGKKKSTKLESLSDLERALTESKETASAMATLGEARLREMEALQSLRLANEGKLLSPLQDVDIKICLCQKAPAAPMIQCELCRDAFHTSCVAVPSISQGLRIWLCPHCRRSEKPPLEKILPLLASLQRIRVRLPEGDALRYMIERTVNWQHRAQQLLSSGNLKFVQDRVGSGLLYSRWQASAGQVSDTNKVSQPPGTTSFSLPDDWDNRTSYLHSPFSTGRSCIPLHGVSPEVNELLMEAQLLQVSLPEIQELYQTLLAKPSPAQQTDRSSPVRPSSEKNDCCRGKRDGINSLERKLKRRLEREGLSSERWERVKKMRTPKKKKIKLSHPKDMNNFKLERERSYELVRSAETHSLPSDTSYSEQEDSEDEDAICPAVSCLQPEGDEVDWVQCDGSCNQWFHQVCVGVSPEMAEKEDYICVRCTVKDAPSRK
#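 Measured: NADH fluorescence change, 30 min, RT. System: KDM5BΔAP 200 nM final, H3K4me3 peptide, α-KG, Fe(II), ascorbate, NAD⁺ plus FDH, pH 7.5 HEPES. Compounds: titrated, 10 min pre-incubation with enzyme.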
# The depositor's hits bear a star; i = inactive; ? = inconclusive; & = joins results of further samples; [ ] = remark or other dose. Potency is read from the fitted curve at half-maximal effect.
SMILES,KDM5B inhibitor
O=C(Nc1cccc(-c2cccc(F)c2)c1)C1CCN(CC2CCOC2)CC1 (centres undefined),-33%
Cc1ccc(CNC(=O)CSc2c(C)cnc3c2c(=O)n(C)c(=O)n3C)cc1,10%
Cc1ccc(N2C(=O)[C@@H]3CSC(c4ccc(F)cc4)N3C2=O)cc1 (some centres undefined),-21%
N#Cc1ccc(NC(=S)N[C@H]2CO[C@H]3[C@@H]2OC[C@H]3OC(=O)Nc2ccccc2)cc1,?
CCOc1ccccc1NC(=O)CSc1nnc(CC)c(CC)n1,-10%
COc1cc(C#N)ccc1OC(C)c1ccccc1Cl (centres undefined),-12%
COCCNc1ncnc2c1CN(c1ccc(OC)cc1)C(=O)CN2C,-16%
COc1ccc(CNC(=O)CCCn2c(SCC(N)=O)nc3cc4c(cc3c2=O)OCO4)cc1,-11%
Cc1ccc(Cl)cc1Nc1nc2ccccc2n2c(C)nnc12,-21%
Cc1cnc(C(=O)N2[C@@H]3CC[C@H]2CC(NC(=O)c2ccncc2)C3)cn1 (some centres undefined),-1%

# Part of the list above, as tab-separated lines.
structure	KDM5B inhibitor
COCCNc1ncnc2c1CN(c1ccc(OC)cc1)C(=O)CN2C	-16%
O=C(Nc1cccc(-c2cccc(F)c2)c1)C1CCN(CC2CCOC2)CC1 (centres undefined)	-33%
COc1cc(C#N)ccc1OC(C)c1ccccc1Cl (centres undefined)	-12%
COc1ccc(CNC(=O)CCCn2c(SCC(N)=O)nc3cc4c(cc3c2=O)OCO4)cc1	-11%
Cc1cnc(C(=O)N2[C@@H]3CC[C@H]2CC(NC(=O)c2ccncc2)C3)cn1 (some centres undefined)	-1%
Cc1ccc(Cl)cc1Nc1nc2ccccc2n2c(C)nnc12	-21%
N#Cc1ccc(NC(=S)N[C@H]2CO[C@H]3[C@@H]2OC[C@H]3OC(=O)Nc2ccccc2)cc1	?

# The list continues:
SMILES,KDM5B inhibitor
CCn1c(CC(=O)Nc2ccc(C)cc2)nnc1SCC(=O)Nc1ccc(F)cc1,-8%
CCc1ccc(CNC(=O)c2c(C)oc3nc(C)nc(N4CCCC4)c23)cc1,1%
COc1ccc2[nH]cc(C(C(=O)O)N3CCN(C4=Nc5ccccc5Oc5ccccc54)CC3)c2c1 (centres undefined),35%
CC(=O)N1CCOc2cc(S(=O)(=O)NCc3ccc(C)cc3)c(C)cc21,-9%
Cn1c(=O)c2c(nc(NCc3ccc(S(N)(=O)=O)cc3)n2Cc2ccccc2)n(C)c1=O,-11%
CCCn1ccc2sc(C)c(C(=O)NCCC3=CCCCC3)c2c1=O,?
COCCn1ncc(N2CCCC(CC(=O)NCc3cccc(Cl)c3)C2)cc1=O (centres undefined),15%
CCc1nc(N2CCc3ccccc3C2)ncc1C(=O)O,?
CCCCCCN1CCS(=O)(=O)N(Cc2ccc(Cl)cc2)C(C(=O)OC)C1 (centres undefined),4%
O=C(CN1CCOCC1)Nc1ccc(NC(=O)c2nc(-c3ccccc3)n(-c3ccccc3)n2)cc1,7%
Cc1ccc(-c2cc(C(=O)O)c3cc(Br)ccc3n2)cc1,-3%
Cc1ccc(C)c(N2CCN(C(=O)c3ccc4c(c3)nc3n4CCCC3)CC2)c1,10%
O=C(CCNc1nc(Cl)nc2nc[nH]c12)NCCc1c[nH]c2ccc(Cl)cc12,?
O=[S+]([O-])(c1cccc(C(F)(F)F)c1)N1CCCC2(CC(Cc3ccccc3)=NO2)C1 (centres undefined),15%
O=C(Nc1ccc2nc(SCc3ccccc3)sc2c1)C1CCCCC1,-2%
CC(C)(C)NC(=O)C(c1ccncc1)N(C(=O)CNC(=O)c1ccco1)c1ccc(F)cc1 (centres undefined),43%[activator]
Cc1ccc(C)c(NC(=O)COc2ncnc3ccccc23)c1,7%
COc1ccc(Oc2coc3cc(OCc4ccccc4C)ccc3c2=O)cc1,-13%
CNC(=O)[C@@H]1CN(C(=O)c2cc(C)n(CCOC)c2C)C[C@H]1COC,5%
CCOc1ccc(-c2csc(-c3ccc(Cl)cc3)n2)cc1,16%
Cc1c(C(=O)OCC2CCCCC2)[nH]c2c1C(=O)CC(c1ccc(F)cc1)C2 (centres undefined),8%
COC(=O)C(C)NC(=S)N1CCN(c2c(F)cc3c(=O)c(C(=O)O)cn(C4CC4)c3c2OC)CC1C (centres undefined),?
CN1CCN(CC(=O)Nc2nc3c(s2)CCCC3)CC1,16%
O=c1nc(-c2ccc(Cl)cc2)c2ccccc2[nH]1,-14%
CNC(=O)c1cc(S(=O)(=O)N2CCc3c(nc[nH]c3=O)C2)cs1,10%
COc1ccc(NS(=O)(=O)c2ccc3oc(SCC(=O)N4CCCCCC4)nc3c2)cc1,2%
COCC1CN(C2CCC2)CC12CCN(C(=O)c1ccco1)CC2 (centres undefined),?
COc1ccc(NC(=O)C2=C(C)Nc3ncnn3C2c2cccn2C)cc1 (centres undefined),-3%
O=C(NCc1ccc(F)cc1)c1ccc(-c2csc(C3CC3)n2)cc1,-17%
O=C(c1cc2ccccc2oc1=O)N1CCSC1c1ccccc1 (centres undefined),-15%
Cc1cnc(NC(=O)C(C)Oc2cc(Cl)ccc2Cl)s1 (centres undefined),16%
O=C(NCC(O)COc1ccc([N+](=O)[O-])cc1)c1ccccc1 (centres undefined),-1%
Cc1cc(C)cc(NC(=O)CSc2nc3c([nH]c4ccccc43)c(=O)n2-c2ccc(F)cc2)c1,?
COc1cccc(CN(C)C(=O)c2cc(-c3cccs3)nc3ccccc23)c1,?
CCc1ccccc1NC(=O)N1CCC2(CC1)C(=O)N(CC(=O)NC(C)C)CN2c1ccccc1,-19%
Cc1cc(C)cc(OCC(=O)NC2=NCCS2)c1,-10%
Cc1cc(C2CCC2)nc(N2C[C@@H](C)[C@@](C)(O)C2)n1,28µM*
Cc1ccc(CN2CC[C@H](c3nc4ccc(C)cc4[nH]3)C2)cc1,?
COc1ccc(C(C)NC(=O)NCc2ccn[nH]2)cc1OC (centres undefined),11%
CCOC(=O)c1c(NC(=O)/C=C/c2ccc(OCC)c(OC)c2)sc2c1CCC2,-14%

# Quoted at random: four compounds from above.
SMILES,KDM5B inhibitor
O=C(NCC(O)COc1ccc([N+](=O)[O-])cc1)c1ccccc1 (centres undefined),-1%
Cc1cc(C2CCC2)nc(N2C[C@@H](C)[C@@](C)(O)C2)n1,28µM*
Cc1ccc(CN2CC[C@H](c3nc4ccc(C)cc4[nH]3)C2)cc1,?
Cc1cnc(NC(=O)C(C)Oc2cc(Cl)ccc2Cl)s1 (centres undefined),16%

# Remaining list, next part.
SMILES,KDM5B inhibitor
Cc1nc(-n2nc(C)c(CCC(C)C)c2C)sc1C(=O)Nc1cccc(Cl)c1C,-12%
COCC(=O)n1nc(-c2ccco2)nc1NCc1ccccc1Cl,-26%
Cc1nc(SCC(=O)Nc2ccc(CN3CCCC3)cc2)c2c(C)c(C)sc2n1,?
Cc1cccc(-c2ccc3c(c2)C(=O)N2CC[C@H](NC(=O)c4cccs4)C[C@H]2C(=O)N3)c1C,?
CC(C)(C)C(=O)O/N=C(\N)COc1cccc(Cl)c1,1%
COCCn1cc2c3c(cccc31)CN(C(=O)CCCc1ccccc1)CC2,25µM*
Cc1ccccc1OCCC(=O)OCC(=O)Nc1ncc(Cl)cc1Cl,-1%
CN1C[C@@H](NC(=O)c2cccnc2)C[C@H]1c1nc(-c2ccncc2)no1,-4%[86.2 µM]
O=C1CN(C(=O)CCC(=O)N2CCC(CCOc3ccccc3F)C2)c2ccccc2N1 (centres undefined),?
O=C(NCC1CCN(c2cc(-c3ccccc3)[nH]n2)CC1)c1ccc[nH]c1=O,32µM*
COc1ccc(CN2CCn3c(nn(-c4ccc(F)cc4F)c3=O)C2)cc1,22µM*
Cc1ccc(C(C(=O)NC2CCCC2)N(C(=O)c2csnn2)c2cccc(F)c2)o1 (centres undefined),11%
CCOc1ccc(S(=O)(=O)Nc2ccc(-c3ccc(OC)nn3)cc2)cc1,-20%
Cc1cc(C)n(NC(=S)NC2CCCC2)c(=O)c1C#N,13%
CC1CCC/C(=C(\C#N)c2nc(-c3ccccc3)cs2)C1 (centres undefined),8%
Cc1ccccc1CN1Cc2nc(-c3ccsc3)ccc2OCC1=O,?
CC(C)(C)C1CCc2[nH]nc(C(=O)N3CCc4nn(CC#N)c(=O)n4CC3)c2C1 (centres undefined),?
CCC1=C(C(=O)OC)C(c2ccc(C)cc2C)N2C(CC(=O)N3CCCC3)=CSC2=N1 (centres undefined),?
CN1CCN(C(=O)/C(=C/c2cccc([N+](=O)[O-])c2)NC(=O)c2ccccc2)CC1,-1%
O=C(Nc1ccccc1Cl)c1cc(=O)c2cc(Cl)ccc2o1,15%
COc1ccc(-c2cc(N3CCCN(C(=O)c4ccccc4OC)CC3)n[nH]2)cc1,-10%
CCCc1nnc(NC(=O)c2cc(=O)c3cc(C)c(C)cc3o2)s1,12%&22%
CC(=O)N1CCn2c(nnc2-c2ccccc2)C1,-19%[86.2 µM]
COc1ccc(NC(=O)C(=O)NCc2ccco2)cc1,-3%
N#Cc1cccc(NC(=O)CCn2ccn3nc4c(c3c2=O)CCCC4)c1,3%
CC1CCN(S(=O)(=O)c2nnc(NC(=O)c3cccc(Br)c3)s2)CC1,13%
Cn1c(=O)c2nc(SCC(=O)Nc3ccc(OC(F)(F)F)cc3)n(C)c2n(C)c1=O,7%
CC(C)C(=O)N1CCC(Cc2ccc(C(N)=O)cc2)CC1,-11%
Cc1nn(C(C)(C)C)c(NC(=O)c2ccc(Cl)cc2)c1Br,5%
Cn1cnc(C(=O)N2CCC3(CC2)CC(N2CCN(c4ccccc4)CC2)CCO3)c1 (centres undefined),-8%
OC[C@@H]1O[C@H](CN(Cc2cccc(Cl)c2)Cc2cccc(Cl)c2)C(N2CCOCC2)[C@@H]1O (some centres undefined),-36%
COc1ccccc1OC1(C(=O)O)CCN(C(=O)CCC2CC2)CC1,-9%
Cc1ccc(NC(=O)N2CCC(CCNC(=O)CCc3ccccc3)CC2)cc1F,25%
COc1ccc(-c2csc(-c3c(N)c(C(=O)c4ccccc4)n4ccccc34)n2)cc1,-15%
O=C(c1ccc2cc[nH]c2c1)N1CCC2(CC1)N=C(c1ccc(Cl)cc1)NO2,28µM*
CCc1ccc(NC(=O)N2CCN(Cc3cc(=O)n4nc(-c5ccccc5OC)sc4n3)CC2)cc1,7%
O=C(NC1CCc2ccccc21)C1Cc2ccccc2O1 (centres undefined),23%
COc1ccc(-n2c(=O)c3c(n2Cc2ccccc2)CN(C(C)=O)CC3)cc1,-5%[86.2 µM]
COc1ccc(C)cc1NC(=O)CN1CCCN(S(=O)(=O)c2ccc(Br)cc2)CC1,-15%
CC1CCN(S(=O)(=O)C2CCS(=O)(=O)C2)CC1 (centres undefined),?
Cc1ccc(C(=O)N2CCCCCCNC(=O)[C@@H]3C[C@@H](c4nc(-c5cccnc5)no4)C[C@@H]32)s1,-13%
COc1ccc(Cl)cc1NC(=O)COCc1cc(-c2ccc(F)cc2)on1,6%
CCC(NC(=O)c1cc(COc2cncc(Cl)c2)on1)c1ccc(C)cc1 (centres undefined),-4%
Cc1ccccc1NC(=O)CN1C(=O)C2(SCC(=O)N2c2ccc(F)cc2)c2ccccc21 (centres undefined),14%
Cc1ccc(C(=O)NC(=S)NNC(=O)COc2ccc([N+](=O)[O-])cc2)cc1,?
CC(NC(=O)c1cc(=O)c2ccccc2o1)C(=O)N1CCOCC1 (centres undefined),-2%
COC[C@@]12CC[C@@H](N3CCOCC3)C[C@H]1CCN(c1nccc(NC(C)C)n1)C2,-26%
COc1ccc(CN(C)C(=O)CSc2nc(-c3cccs3)nc3ccccc23)cc1OC,?
COc1ccc2c(CN(C)CCOc3cccc(Cl)c3)cc(=O)oc2c1,?
CCOc1ccc(-n2c(-c3ccccc3)c[nH]c2=S)cc1,-3%
# Next part:
SMILES,KDM5B inhibitor
CC(=O)NC1(C)CCN(Cc2ccc(Nc3ccccc3)cc2)C1 (centres undefined),?
Cc1ccccc1CNC(=O)Cc1nn(C)c(=O)c2ccccc12,0%
Cc1ccc(NC(=O)Cn2cc(S(=O)(=O)N3CCCC3)c(S(=O)(=O)N3CCCC3)c2)cc1F,?
CN(CC(=O)NC(=O)NCC(F)(F)F)Cc1cccc(F)c1,15%
Cc1nc(NCc2ccccc2)sc1C(=O)NCC(C)C,17%
COc1ccc(Cc2nnc(Nc3ccccc3)[nH]c2=O)cc1OC,9%
CCSc1nnc2c(n1)OC(C)N(C(=O)CC)c1ccccc1-2 (centres undefined),16%
CCOc1ccc(NC(=O)c2ccccc2Cl)c2cccnc12,14%
O=[S+]1([O-])NCC2(CCN(CC3CC3)C2)Nc2ccccc21 (centres undefined),-16%[86.2 µM]
CCc1nc2c(c(-c3ccc(Cl)cc3)n1)CN([S+](=O)([O-])c1ccc(C)cc1)CC2,-4%
COC(=O)c1ccccc1NC(=O)c1cc2c(s1)-c1ccccc1OC2,i
COC(=O)c1c(NC(=O)CS(=O)(=O)c2ccc(C)cc2)sc2c1CCCCC2,-23%
O=C1c2cccn2CC(CNS(=O)(=O)c2ccc(F)cc2)N1Cc1ccccc1 (centres undefined),-11%
O=C(NCCCN1CCN(c2cccc(Cl)c2)CC1)c1sc2ncccc2c1-n1cccc1,?
CCN(CC)C(=O)[C@@H]1CCCN1[C@H](Cc1ccccc1)C(=O)NC,-9%[86.2 µM]
CCCSc1oc(-c2cccs2)nc1S(=O)(=O)c1ccc(Cl)cc1,?
Cc1cc(C)c2oc(-c3cccc(NC(=O)c4cccs4)c3)nc2c1,-27%

# The list is partial (hit frequency here may not be typical).
